# Screening data: PubChem BioAssay, Sanford-Burnham Center for Chemical Genomics
# Jurkat NFkB inh: inhibitors of the PMA/ionomycin-induced NF-kB reporter in Jurkat cells; PMA/ionomycin-induced NF-kB luciferase reporter, luminescence; AID 435003; 0.53% of 330,000 active; inhibition, % at 4 µM; in the data active means inhibition above about 50%
# EBI2 antag: antagonists of human EBI2 receptor | P32249 | EBI2 beta-arrestin recruitment, luminescence, 7a,25-OHC stimulated | inhibition, % at 5 µM | 0.81% of 360,000 active; in the data active means inhibition above about 38%;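 further: enzyme fragment complementation signal reports receptor beta-arrestin coupling in cells; 0% = agonist plus DMSO wells and 100% = wells without agonist; some results beyond the cut were filed as inactive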
# Gli-Sufu block: antagonists of Gli-Sufu signaling | Sufu-KO-LIGHT fibroblasts, Gli luciferase reporter luminescence | 0.74% of 340,000 active | inhibition, % at 5 µM;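 active means inhibition above about 55%, limit read from the data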;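 further: 0% = DMSO-treated cells and 100% = wells with medium but no cells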
# 697 NFkB inh: lowers PMA/ionomycin-induced NF-kB signal in 697 B cells | 697 B-cell NF-kB luciferase reporter, 16 h | inhibition, % at 4 µM | AID 435022 | 0.33% of 330,000 active; in the data active means inhibition above about 35%
# CCR6 antagonist: antagonists of human CCR6 receptor; inhibition, % at 20 µM; 0.49% of 340,000 active; CHO-K1 CCR6 PathHunter beta-arrestin, luminescence, CCL20-stimulated;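 active means compounds whose inhibition of the agonist-driven luminescence signal at 20 µM reaches about 50%, limit read from the data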;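 further: cells stimulated with CCL20 at 14 nM final; plate controls were DMSO with CCL20 for no effect and DMSO without agonist for full effect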
# Target sequence (P51684 whole entry, looked up): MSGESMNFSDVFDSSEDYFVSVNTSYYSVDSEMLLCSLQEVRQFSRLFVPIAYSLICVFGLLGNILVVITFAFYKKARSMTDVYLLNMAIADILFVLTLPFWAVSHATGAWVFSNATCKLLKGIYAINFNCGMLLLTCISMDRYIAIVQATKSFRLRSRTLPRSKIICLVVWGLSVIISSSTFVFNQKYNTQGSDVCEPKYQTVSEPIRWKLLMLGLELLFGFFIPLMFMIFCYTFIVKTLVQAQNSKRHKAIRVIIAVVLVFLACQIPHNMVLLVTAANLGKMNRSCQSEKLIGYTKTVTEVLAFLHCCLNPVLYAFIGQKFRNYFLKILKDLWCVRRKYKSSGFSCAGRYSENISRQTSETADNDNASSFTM
# APJ antag: blocks the human apelin receptor APJ | 0.32% of 330,000 active | inhibition, % at 20 µM | P35414 | AID 2521 | CHO-K1 APJ beta-arrestin complementation, luminescence;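 active means inhibition above about 40% at 20 µM, limit read from the data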;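 further: cells challenged with 10 nM apelin-13 agonist together with compound; plate controls were apelin-13 plus DMSO wells for no effect and DMSO wells lacking apelin-13 for full effect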
# UBC13 polyUb: human UBC13 polyubiquitination inhibition; P61088; UBC13 polyubiquitin chain formation, TR-FRET; inhibition, % at 20 µM; 0.47% of 330,000 active; AID 485273; in the data active means inhibition above about 45%, passing the limit was not always enough
# Target sequence (P61088 whole entry, looked up): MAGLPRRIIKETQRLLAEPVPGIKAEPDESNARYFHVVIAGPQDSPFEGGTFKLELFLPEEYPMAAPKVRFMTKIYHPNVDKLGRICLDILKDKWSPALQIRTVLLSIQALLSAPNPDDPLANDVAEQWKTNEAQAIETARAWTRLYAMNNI
# CXCR6 block: blocks human CXCR6 beta-arrestin recruitment | O00574 | CHO-K1 PathHunter CXCR6 beta-arrestin, luminescence | inhibition, % at 20 µM | 0.36% of 360,000 active | AID 602244; in the data active means inhibition above about 34%, passing the limit was not always enough;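 further: antagonist mode with CXCL16 agonist at 10 nM final; 0% = 10 nM CXCL16 with DMSO and 100% = unstimulated wells without agonist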
# Target sequence (O00574 whole entry, looked up): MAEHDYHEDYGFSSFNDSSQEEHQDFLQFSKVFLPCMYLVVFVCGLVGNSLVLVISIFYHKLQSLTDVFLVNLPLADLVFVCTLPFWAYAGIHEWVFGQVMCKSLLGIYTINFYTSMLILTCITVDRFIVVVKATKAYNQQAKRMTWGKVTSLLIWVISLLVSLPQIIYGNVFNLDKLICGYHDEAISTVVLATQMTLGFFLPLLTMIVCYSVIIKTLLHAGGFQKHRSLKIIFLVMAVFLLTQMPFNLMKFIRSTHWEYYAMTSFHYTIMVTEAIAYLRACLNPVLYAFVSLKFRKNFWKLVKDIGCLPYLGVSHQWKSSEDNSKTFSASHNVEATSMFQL
# * marks the source's active call; other numbers are inactive results; nt = not tested or not shown.
nr	Compound	Jurkat NFkB inh	EBI2 antag	Gli-Sufu block	697 NFkB inh	CCR6 antagonist	APJ antag	UBC13 polyUb	CXCR6 block
1	CN(Cc1ccccc1)C(=O)COC(=O)c1ccc(Br)o1	8.5	-10.9	1.5	-10.1	2.8	1.5	-1.8	-2.3
2	COCc1ccc(-c2c(-c3ccc(OC)cc3)oc(=O)c3cc(OC)c(OC)cc23)cc1	-2.1	22.1	-15.5	-91.0	19.0	6.5	-1.1	-3.2
3	O=P(Cc1cc[n+]([O-])cc1)(c1ccccc1)c1ccccc1	0.6	-7.0	-0.9	16.0	8.0	7.4	1.9	2.1
4	c1cncc(-c2cccnc2)c1	2.5	9.7	3.9	-16.3	0.0	-7.7	-16.0	-0.8
5	CC(C)NC(=O)c1ccc(CN2CCC(Cc3ccccc3)CC2)cc1	7.5	-5.7	29.8	-1.7	4.2	1.5	1.4	0.9
6	CCOC(=O)c1c(S(=O)(=O)NCCc2ccccc2)c(C)n(C)c1C	2.7	7.9	7.8	6.1	3.2	-5.0	3.1	8.8
7	C/C(N)=C(/C#N)C(=O)COC(=O)CCSc1ccccc1Cl	-5.4	0.5	-5.2	10.3	20.8	4.3	4.4	-10.8
8	COc1ccc(CNC(=O)CCn2c(=O)c3cccn3c3ccc(F)cc32)cc1	6.2	5.3	-5.4	9.7	3.8	9.7	18.9	1.1
9	CCC(CC)NC(=O)CCc1nc2ccccc2c(=O)[nH]1	3.3	-0.2	-8.1	22.5	-14.0	-2.7	6.9	-5.0
10	O=c1[nH]c(=S)c2[nH]c(=S)n(-c3ccccc3)c2[nH]1	nt	-1.1	5.9	nt	20.3	nt	nt	6.6
11	COc1ccc(-c2cc3nc(C)cc(N)n3n2)cc1	-75.9	-0.7	-104.8	-213.8	-6.9	6.6	5.8	-2.9
12	CN(C(=O)c1cccc(NC(=O)Cc2cccc(NC(=O)C3CCCN(C(=O)C4CC4)C3)c2)c1)C1CC1 (stereo not drawn)	nt	-7.0	-0.3	nt	-5.2	nt	nt	1.9
13	CC#CC(=O)N1CCC(CO)(CCc2ccccc2)CC1	-14.6	-6.5	0.5	-15.4	-3.0	4.6	-6.7	4.2
14	O=c1sc2ccccc2n1CCCOc1ccccc1	-100.2	-0.6	-47.8	-179.8	9.8	2.8	-8.5	10.0
15	O=C1C(=O)c2ccccc2C(O)=C1c1cccc([N+](=O)[O-])c1	-7.8	2.6	0.9	-24.6	34.8	32.1	-29.1	18.5
16	CCOC(=O)N1CCC(NC(=O)C2CCC(CNS(=O)(=O)c3ccc(OC)cc3)CC2)CC1 (stereo not drawn)	nt	0.2	-2.5	nt	7.2	nt	nt	-6.6
17	COc1ccc(CC(=O)NCC2CCCN(Cc3ccc(SC)cc3)C2)cc1 (stereo not drawn)	-5.6	5.3	26.0	-12.4	2.9	14.2	-4.8	0.1
18	Cc1nc2c(Cl)cc(Cl)cc2[nH]1	8.0	-15.7	2.9	15.0	-19.9	0.5	2.9	-11.6
19	CC1CCN(c2nnc(-c3ccccc3)c3ccccc23)CC1	16.3	8.5	22.9	8.2	39.5	18.6	3.0	6.5
20	CCC(C)NCC(O)COCc1ccc(Cl)cc1 (stereo not drawn)	5.9	-10.0	1.6	11.4	-4.1	20.8	4.2	4.6
21	Cc1ccc(NC(=O)C2CCN(C(=O)NC3CCCCC3)CC2)cc1	-1.5	-29.2	3.8	1.2	6.1	5.8	13.7	-5.4
22	Cc1ccc(SCCNC(=S)Nc2ccc(C)cc2C)cc1	-20.3	-1.3	2.3	-6.7	11.6	-0.1	-9.1	4.8
23	COc1ccc(S(=O)(=O)N2CCC(C(=O)N3CCC(C(N)=O)CC3)CC2)cc1Cl	8.7	-15.5	0.7	-0.7	14.2	18.5	-0.9	-2.1
24	CCC(Oc1ccccc1)C(=O)N1CCC(C(N)=O)CC1 (stereo not drawn)	-35.8	-7.0	3.5	-8.9	-6.2	18.0	-3.5	-3.1
25	CC(C)C(NC(=O)CC12CC3CC(CC(C3)C1)C2)C(=O)O (stereo not drawn)	12.5	-7.1	7.5	8.9	9.2	4.6	-5.6	-2.7
26	C/C(CC1CC(COCC(C)C)OC1=O)=N\NC(N)=S (stereo not drawn)	6.1	4.2	4.2	2.9	13.3	-23.4	2.0	-5.3
27	CC(=O)Nc1ccc(S(=O)(=O)NNc2cccc(C)c2)cc1	-6.2	9.6	-52.9	5.5	-14.8	24.1	2.6	-17.6
28	Cc1cnc(NC(=O)COc2ccc3c(c2)CCC3)s1	-151.9	2.2	-115.2	-12.5	12.0	4.9	6.7	4.2
29	CC(=O)c1ccc(S(=O)(=O)Nc2c(C)nn(C)c2C)cc1	2.1	-1.2	-1.4	-5.5	-3.4	7.7	-3.3	-0.4
30	CCOC(=O)C1(Cc2ccc(OC)cc2)CCN(C(=O)CCn2ccc(C)n2)CC1	4.0	-6.4	-11.3	21.1	13.0	6.8	7.6	0.9
31	CSc1ccccc1C(=O)NC1CCCCCC1	-9.2	-3.9	2.4	-1.1	-12.1	45.6*	4.1	-3.8
32	Cc1ccc(C)c2c1cc(C)c1nnc(SCC(=O)N3CCCc4ccccc43)n12	-4.9	-11.8	3.4	3.6	13.7	0.5	6.7	0.2
33	Cc1cc(NC(=O)CCC(=O)NNC(=O)c2ccc(C(C)(C)C)cc2)no1	-55.8	2.2	-21.3	-15.3	3.4	4.2	3.1	-1.5
34	CN(C)/C=C(\C#N)C(=O)N/N=C/c1ccc(Cl)cc1	6.3	2.3	-20.4	4.1	8.0	5.0	-8.0	-1.7
35	Cc1ccc(S(=O)(=O)Cn2nnnc2CN2CCOCC2)cc1	3.0	-1.7	4.2	6.3	-6.5	-6.3	-16.7	-2.6
36	CCN1C(=O)CSC1=NC1C2CC3CC(C2)CC1C3 (stereo not drawn)	13.7	-11.8	11.6	8.9	19.0	20.8	-1.7	-7.4
37	Cc1cc(C)n2ncc(C(=O)NCc3cccnc3)c2n1	-12.4	-0.5	3.4	4.3	21.8	-6.8	12.6	-6.0
38	CCOc1ccc(NC(=O)C/C(C)=N/NC(=O)c2cnccn2)cc1	0.2	1.7	-0.3	-5.6	-4.2	3.3	-0.4	-8.9
39	O=C(CSc1nnc(-c2ccc(S(=O)(=O)N3CCOCC3)cc2)o1)c1ccccc1F	-0.7	-17.1	-3.0	5.0	5.8	7.8	4.8	-0.1
40	O=C(O)CN1C(=O)NC2(CCCc3ccccc32)C1=O (stereo not drawn)	-25.4	0.5	nt	6.2	8.9	-2.3	1.3	-2.1
41	Cc1ccc(S(=O)(=O)n2ccc3c2CCCC3=O)cc1	-2.3	5.7	21.2	13.6	11.6	0.2	0.6	0.9
42	Cc1nc2sc(C(c3ccc(F)cc3)N3CCOCC3)c(O)n2n1 (stereo not drawn)	0.7	-3.8	-12.4	-26.4	-1.6	-0.5	-9.3	-2.3
43	COC(=O)[C@H](CCSC)NC(=O)NCc1cccs1	-26.8	-14.3	8.5	-3.8	0.8	29.8	-9.2	-7.8
44	CCC(CC)NC(=O)Nc1ccccc1C	0.7	8.5	-7.6	-6.9	5.1	-0.5	-9.4	4.0
45	Cc1cc(NC(=O)c2ccco2)sc1C	-69.4	1.9	-19.1	-59.8	2.6	22.8	4.2	2.8
46	O=C1C2C3CCC(C3)C2C(=O)N1Cc1ccccc1 (stereo not drawn)	0.2	1.7	4.0	15.9	-13.4	-5.4	1.2	3.4
47	O=C(NC1CCS(=O)(=O)C1)c1ccc(Br)s1 (stereo not drawn)	4.2	-2.5	3.1	-0.3	-1.7	2.6	5.4	-6.6
48	Cc1ccccc1-c1nc(CN2CCC(C(=O)NC3CCCCC3)CC2)c(C)o1	9.6	-4.8	47.4	-6.6	13.5	22.0	-1.7	5.8
49	COc1cc(C(=O)NCCc2ccc(S(=O)(=O)N3CCCC3)cc2)cc(OC)c1OC	4.2	1.4	16.2	14.9	2.4	-9.9	6.1	-2.1
50	FC(F)(F)c1cccc(Cc2noc(CN3CCC(N4CCCCC4)CC3)n2)c1	-29.1	-3.1	3.2	-26.7	8.7	10.0	-4.3	-0.1

# Additional entries follow.
nr	Compound	Jurkat NFkB inh	EBI2 antag	Gli-Sufu block	697 NFkB inh	CCR6 antagonist	APJ antag	UBC13 polyUb	CXCR6 block
51	O=C(CC1CCCC1)NCCS(=O)(=O)N1CCN(c2ccc(F)cc2)CC1	-3.2	-0.9	-9.0	12.9	-2.4	-12.1	-3.4	-5.2
52	CN1CCN(C(=O)C2CCN(c3ncc(C(F)(F)F)cc3Cl)CC2)CC1	-11.2	3.4	11.4	-31.8	1.9	18.1	1.6	-6.0
53	COc1ccc(NC(=O)c2ccc(NC(=O)CN3CCN(c4ccc(O)cc4)CC3)cc2)cc1	nt	26.9	0.5	nt	2.2	nt	nt	-14.8
54	CN(C)S(=O)(=O)c1ccc(C(=O)Nc2ccc(S(=O)(=O)NC3=NCCCCC3)cc2)cc1	0.1	0.0	-8.2	16.4	-5.2	7.3	10.7	1.3
55	Cc1ccccc1[C@@H](NC(=O)OC(C)(C)C)C(=O)OC(C)(C)C	-1.1	6.5	6.3	8.9	14.9	13.7	-15.0	8.6
56	Cc1cc(N2CCOCC2)ccc1/C=C1\NC(=O)N(Cc2ccccc2F)C1=O	12.5	14.3	15.0	-1.1	11.1	11.0	-7.8	6.4
57	O=C(Nc1ccsc1C(=O)NC1CCCCC1)c1ccc(F)cc1	-10.4	-48.1	4.2	-6.7	1.8	0.3	29.5	3.1
58	COc1ccc(CC(=O)OCC(=O)NCc2ccc(Cl)cc2)cc1	1.2	8.1	1.7	11.8	6.7	-8.1	-0.5	-0.4
59	CN(C)c1ccc(NC(=O)CCN2C(=O)c3cccc([N+](=O)[O-])c3C2=O)cc1	-8.7	-3.4	2.2	-4.8	-7.1	-14.1	-10.7	-9.9
60	CCOC(=O)c1csc(N/N=C2\CCc3ccccc32)n1	-0.3	-43.0	0.1	6.6	-1.9	-6.0	-2.0	3.2
61	CCCCOc1ccc(C(=O)NCC(=O)NCCOc2ccc(C)cc2)cc1	-2.3	4.4	-8.6	1.3	-6.2	-36.2	-5.7	0.9
62	Cc1cccc(NC(=O)Nc2cnccn2)c1	16.7	-2.0	-9.8	-6.9	-6.7	12.4	-19.8	-8.3
63	CSc1ccc(/C=N/NC(=O)C[n+]2ccccc2)cc1	11.5	-2.7	0.3	9.0	-0.8	-5.1	2.1	-3.2
64	Cc1ccc(S(=O)(=O)N(C)C)cc1NC(=O)c1cccnc1Oc1ccccc1	5.5	2.0	8.4	2.1	0.2	13.2	4.7	4.8
65	O=C(Cn1ncc2c3ccccc3n(Cc3ccccc3)c2c1=O)NCCCN1CCOCC1	-8.8	-2.3	16.2	1.2	5.1	5.2	9.9	8.7
66	COc1cc(CC(=O)OCC(=O)Nc2cc([N+](=O)[O-])ccc2Cl)cc(OC)c1OC	-1.4	-5.8	5.7	26.4	5.7	-1.9	3.9	-8.2
67	COC(=O)c1cc(NS(=O)(=O)c2ccc(F)cc2)ccc1N1CCOCC1	-2.6	3.2	-8.2	-10.5	2.8	14.3	-5.0	3.0
68	CCOC(=O)[C@H]1[C@H]2COc3ccc(C)cc3[C@@H]2N2C(=O)CN(Cc3ccc(OC)cc3)C(=O)[C@@]12C	9.6	-6.3	4.3	-1.7	7.7	2.4	3.5	2.3
69	CC(=O)Nc1nnc(-c2ccc(Cl)s2)o1	10.8	-8.3	-0.3	1.8	1.3	1.2	0.7	3.1
70	CC(C)c1cc(NCCN2CCOCC2)n2c(nc3ccccc32)c1C#N	nt	-6.3	6.8	nt	3.9	nt	nt	3.2
71	Cc1cc(=O)c2ccccc2n1CC(=O)NCc1ccccc1	6.6	0.2	11.9	-1.3	9.1	11.7	-6.6	-7.2
72	COc1ccc(/C=N/NC(=O)c2c(-c3ccccc3)noc2C)cc1	-11.0	15.7	4.4	-53.0	-1.3	3.7	-14.1	1.5

# Three compounds from above, ordered by their value in EBI2 antag, ascending:
no. | structure | EBI2 antag
68 | CCOC(=O)[C@H]1[C@H]2COc3ccc(C)cc3[C@@H]2N2C(=O)CN(Cc3ccc(OC)cc3)C(=O)[C@@]12C | -6.3
62 | Cc1cccc(NC(=O)Nc2cnccn2)c1 | -2.0
71 | Cc1cc(=O)c2ccccc2n1CC(=O)NCc1ccccc1 | 0.2

# This is a random part of the collection (roughly 3% active in at least one column).
